ST2 IL33 inh = blocks human ST2 binding to IL-33; Q01638; AlphaLISA ST2-Fc/biotin-IL-33 interaction, 1 h; inhibition, % for hits at 17 µM; hit rate 2.3% among 78,000; in the data active = inhibition above about 30%; inconclusive = mostly about 10% to 28%
Target sequence (Q01638 whole entry, looked up): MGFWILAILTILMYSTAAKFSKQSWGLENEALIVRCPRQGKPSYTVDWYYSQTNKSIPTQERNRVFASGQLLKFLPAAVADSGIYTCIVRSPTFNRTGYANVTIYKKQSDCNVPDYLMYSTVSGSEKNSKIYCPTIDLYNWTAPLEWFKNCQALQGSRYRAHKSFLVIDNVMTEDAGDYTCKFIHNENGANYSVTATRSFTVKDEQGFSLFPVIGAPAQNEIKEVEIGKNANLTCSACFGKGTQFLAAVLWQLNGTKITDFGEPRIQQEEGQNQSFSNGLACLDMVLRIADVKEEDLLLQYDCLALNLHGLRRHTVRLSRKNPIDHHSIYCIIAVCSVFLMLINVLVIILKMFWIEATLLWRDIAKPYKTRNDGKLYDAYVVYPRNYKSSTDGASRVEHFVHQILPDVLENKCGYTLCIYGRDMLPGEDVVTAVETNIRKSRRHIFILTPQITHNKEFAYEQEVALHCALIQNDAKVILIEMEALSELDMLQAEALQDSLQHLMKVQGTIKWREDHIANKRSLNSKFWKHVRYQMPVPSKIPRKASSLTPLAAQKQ
An asterisk follows results filed as active; i = inactive; u = inconclusive. Only part of the results is shown; count on the stated rates, not on these rows.

SMILES | ST2 IL33 inh
O=c1ccc(=O)n(CN2CCN(c3ccc([N+](=O)[O-])cc3)CC2)[nH]1 | u
CCc1nc(C)c(C(=O)Nc2cnc3n2CCCC3)o1 | i
O=C(Cc1c(C(=O)O)[nH]c2ccccc12)NCC1(c2ccccc2)CCCC1 | i
O=C(NCc1ccccc1CN1CCCC1=O)c1sccc1Cl | i
Clc1ccc2nc(-c3ccccn3)c(Nc3ccc4c(c3)OCO4)n2c1 | u
COc1ccc(CN2CCN(C(=O)c3nc4ncccn4n3)CC2=O)cc1 | i
CS(=O)(=O)N(CC(=O)Nc1ccc(C(N)=O)cc1)c1ccc(Oc2ccccc2)cc1 | i
Cc1cc(C)n(C2CCN(C(=O)c3cc4n(n3)CCCN(C)C4)C2)n1 (stereo unspecified) | i
CC[C@H](NC(=O)c1c(C)c(-c2ccccc2)nc2ccccc12)c1ccccc1 | i
NC(=O)c1cnc2n1CCN(C(=O)C1CCCc3c1[nH]c1ccccc31)C2 (stereo unspecified) | i
Cc1c(CN2CCC(c3cc(C(C)C)n[nH]3)CC2)c(=O)n(-c2ccccc2)n1C | u
CCOc1ccccc1NS(=O)(=O)c1ccc2c(c1)CC(C)N2C(C)=O (stereo unspecified) | i
CC[C@@]12C[C@H]3C[C@@](O)(C1)C[C@](C(=O)NCCS(=O)(=O)CC)(C3)C2 | i
CCn1cnc2sc(C(=O)Oc3ccc(C#N)cc3)c(C)c2c1=O | i
CCN(CC)C(=O)CCS(=O)(=O)c1cc(Br)cc2c1N(C(C)=O)CC2 | i
CCOC(=O)N1CCN(Cc2cnc(S(C)(=O)=O)n2CC2CCCO2)CC1 (stereo unspecified) | i
COc1ccc(CN2CC[C@@H]3[C@H]2C(=O)NC[C@H](CCC(=O)NCc2ccc(F)cc2)N3C)cc1 | i
O=C(NCc1ccc(Cl)c(Cl)c1)c1ccncc1 | i
O=C(NCCc1cn2ccsc2n1)Nc1nnc(C(F)(F)F)s1 | i
O=[N+]([O-])c1ccccc1S(=O)(=O)N1CCN(Cc2ccc(F)cc2)CC1 | u
CSc1ccc(C(=O)N2CCc3c(cnc(C)c3CNC(=O)/C=C/c3ccccc3)C2)cc1 | i
Cc1ccccc1C1CCCN1C(=O)c1cccc(NCC(=O)O)c1 (stereo unspecified) | i
O=C(Nc1c(-c2ccccc2)nc2ccccn12)c1ccc([N+](=O)[O-])cc1 | i
COc1ccc(OC)c(S(=O)(=O)Nc2ccccc2Br)c1 | i
CN(Cc1ccccc1)Cc1cn([C@H]2CO[C@H]3[C@@H]2OC[C@@H]3NS(=O)(=O)c2cccc3cccnc23)nn1 | i
CC(=O)N1CCc2cc(Br)cc(S(=O)(=O)CCC(=O)NCc3cccs3)c21 | i
Cc1ccc(C)c(CN2CCCN(CC(=O)Nc3ccc(C)c(F)c3)S2(=O)=O)c1 | i
COc1ccc(S(=O)(=O)Nc2ccc(Cl)cn2)cc1OC | i
COc1ccc(C(=O)Nc2ccccc2[N+](=O)[O-])cc1 | u
c1ccc(COC2CCCN(Cc3cnc(CC4CCCC4)[nH]3)C2)nc1 (stereo unspecified) | u
Cc1nc(NCCc2ccc3c(c2)OCCO3)c2c3c(sc2n1)CCCC3 | u
Cc1cc(NC(=O)C(C)(C)C)nc2c1c(=O)oc1ccccc12 | i
O=C(c1cccn2c(=O)c3sccc3nc12)N1CCN(Cc2ccc3c(c2)OCO3)CC1 | i
CCC(c1nc(CC2CCN(C)CC2)no1)n1cccn1 (stereo unspecified) | i
N#Cc1c(NC(=O)c2noc3c2CCCC3)sc2c1CCCC2 | u
CNC(=O)c1noc(CN2CCCC(N3CCCC3=O)C2)n1 (stereo unspecified) | u
C=CCCCCCCCCCCCC(CC(O)CO)OC(C)=O (stereo unspecified) | i
COc1ccc2oc(=Nc3ccccc3C)c(C(N)=O)cc2c1 | i
Cc1ccc2nc(NC(=O)c3ccc(NS(=O)(=O)c4cccs4)cc3)sc2c1 | u
CC1=C(C#N)C(=O)NC(=O)/C1=C\c1ccc(-c2cc(C)c(C)cc2[N+](=O)[O-])o1 | 34%*
CCCc1cc(=O)[nH]c(SCc2cccc(C)c2)n1 | i
CCOC(=O)C(C)(C)Sc1nc2c(c(=O)n1-c1ccccc1)SCC2 | u
O=C(O)C1(CC2CCCCO2)CCN(c2noc(-c3ccccc3)n2)CC1 (stereo unspecified) | i
O=c1[nH]c2cc(C(F)(F)F)ccc2n1-c1cc(C(F)(F)F)ccc1O | u
Cn1c(=O)c2c(nc(Oc3ccc(Cl)cc3)n2Cc2ccccc2F)n(C)c1=O | u
C#CCSc1nc(N)c(C#N)c(-c2cccc(Cl)c2)c1C#N | i
Cc1cccc(-c2nc3ccccc3c3nncn23)c1 | i
CC(C)c1ccc(NS(=O)(=O)c2ccc3[nH]c(=O)sc3c2)cc1 | i
CCOC(=O)N1CCC(N(C)Cc2ccc3ncccc3c2)CC1 | i
Cc1ccn2c(NC(=O)c3cccs3)c(-c3ccccc3)nc2c1 | i
CS(=O)(=O)N1C[C@H]2CNC[C@@]2(C(=O)NC2Cc3ccccc3C2)C1 | u
COCCn1cnc2cc(NC(=O)C3CCCCC3)cc(C(=O)N(C)CC3Cc4ccccc4O3)c21 (stereo unspecified) | i
CCCCC(=O)Nc1ccc(Br)cc1C | i
CC(C)(CO)NC12CC3CC(CC(C3)C1)C2 | i
O=C(Nc1ccc(Cl)cc1)c1cc(=O)c2ccccc2o1 | i
Cc1ccc(NC(=O)CC(=O)NCCc2csc(C(C)C)n2)cc1 | i
Cc1nc(N2CCCC2)nc(-c2ccc(F)c(CO)c2)c1C | i
c1cc2c(cc1-n1nnnc1SCC1CC1)OCO2 | i
Cc1nc2c(oc3ccc(Br)cc32)c(=O)[nH]1 | i
COc1ccc(C(=O)CSc2nnc(-c3ccc4c(c3)OCO4)n2-c2ccccc2)cc1 | u
Next structures:
SMILES | ST2 IL33 inh
CC(=O)Nc1ccc(S(=O)(=O)N[C@H]2CO[C@H]3[C@@H]2OC[C@@H]3n2nnnc2-c2ccc3c(c2)OCO3)cc1 | u
CCC1Oc2ccccc2N(CC(=O)NCCCN2CCCCCC2)C1=O (stereo unspecified) | i
O=C(CCS(=O)(=O)c1ccc(Br)s1)NC1CCCc2ccccc21 (stereo unspecified) | i
c1ccc2c(c1)OCC(CNc1ncnc3nc[nH]c13)O2 (stereo unspecified) | i
Cc1nc(CN(C)C(=O)C2c3ccccc3-c3ccccc32)no1 | u
CCCCNC(=O)CN(C)C(=O)c1cccc(-c2ccc(O)cc2)c1 | i
Cc1nn(C)c(C)c1CN(C)Cc1cccc(C(=O)Nc2c(C)noc2C)c1 | u
Cc1c(Cl)cccc1NC(=O)CN1CCCN(Cc2cccc(F)c2)S1(=O)=O | i
Cc1c(C(=O)Nc2nc3ccccc3s2)sc2nc[nH]c(=O)c12 | i
CCCC(O)=C1C(=O)CC(C)(C)CC1=NC(CC)CO (stereo unspecified) | i
Cc1cc(Br)ccc1S(=O)(=O)n1ccnc1 | u
CCOC(=O)c1cccc(NS(=O)(=O)c2ccc3[nH]c(=O)sc3c2)c1 | i
CCOc1ccc(NC(=O)CN2C(=O)c3ccccc3S2(=O)=O)cc1 | i
Cc1cccc(-c2nc3cc([N+](=O)[O-])ccc3o2)c1 | i
COc1ccc(C(=O)N[C@@H]2CN(Cc3cccc(OC)c3)CCC[C@H]2O)cc1 | i
COC(C)c1cccc(-c2ncccc2Cl)c1 (stereo unspecified) | u
Cc1ccc(-n2nc3c(c2NC(=O)C(C)(C)C)CSC3)cc1 | i
CCn1cc(C(=O)NCCN2CCOCC2)c2cc(OC)c(OC)cc2c1=O | i
CN1CCN([C@@H]2c3ccccc3C3(CCN(Cc4ncc[nH]4)CC3)[C@H]2O)CC1 | i
COc1ccc(-c2ccnc(N[C@H]3CO[C@H]4[C@@H]3OC[C@@H]4NS(=O)(=O)c3ccc(C)cc3)n2)cc1 | i
CC[C@H]1CN(C(=O)C(C)(C)C)CC[C@H]1CC(=O)N1CCOCC1 | i
COC(=O)C1=CO[C@@H](O[C@@H]2O[C@H](CO)[C@@H](O)[C@H](O)[C@H]2O)[C@H]2[C@@H]1C=C[C@@]21C=C([C@H](C)O)C(=O)O1 | i
COc1cc(NS(=O)(=O)c2ccc(NC(=O)Cc3ccccc3)cc2)ncn1 | i
COCCN(CC1CCN(Cc2ccccc2OC)CC1)C1CCN(C(C)=O)CC1 | i
O=C(O)C1CC(=O)n2c(nc3ccccc32)S1 (stereo unspecified) | i
O=C(Nc1cc2cccc([N+](=O)[O-])c2oc1=O)c1cccs1 | u
O=C(NCCN1CCOCC1)c1cc(-c2ccc(Cl)s2)nc2ccccc12 | u
CCOC(=O)Cn1cnc2c(cnn2-c2ccccc2)c1=O | i
c1ccc(-c2nc3c(c(N4CCN(Cc5cnc(N6CCCC6)s5)CC4)n2)CCC3)cc1 | i
CCN(CC)/C(=N/O)c1cccc([N+](=O)[O-])c1 | u

Reformatted tab-delimited: 18 of the compounds above
smiles	ST2 IL33 inh
O=c1ccc(=O)n(CN2CCN(c3ccc([N+](=O)[O-])cc3)CC2)[nH]1	u
CCc1nc(C)c(C(=O)Nc2cnc3n2CCCC3)o1	i
O=C(Cc1c(C(=O)O)[nH]c2ccccc12)NCC1(c2ccccc2)CCCC1	i
O=C(NCc1ccccc1CN1CCCC1=O)c1sccc1Cl	i
Clc1ccc2nc(-c3ccccn3)c(Nc3ccc4c(c3)OCO4)n2c1	u
COc1ccc(CN2CCN(C(=O)c3nc4ncccn4n3)CC2=O)cc1	i
CS(=O)(=O)N(CC(=O)Nc1ccc(C(N)=O)cc1)c1ccc(Oc2ccccc2)cc1	i
Cc1cc(C)n(C2CCN(C(=O)c3cc4n(n3)CCCN(C)C4)C2)n1 (stereo unspecified)	i
CC[C@H](NC(=O)c1c(C)c(-c2ccccc2)nc2ccccc12)c1ccccc1	i
NC(=O)c1cnc2n1CCN(C(=O)C1CCCc3c1[nH]c1ccccc31)C2 (stereo unspecified)	i
Cc1c(CN2CCC(c3cc(C(C)C)n[nH]3)CC2)c(=O)n(-c2ccccc2)n1C	u
CCOc1ccccc1NS(=O)(=O)c1ccc2c(c1)CC(C)N2C(C)=O (stereo unspecified)	i
CC[C@@]12C[C@H]3C[C@@](O)(C1)C[C@](C(=O)NCCS(=O)(=O)CC)(C3)C2	i
CCn1cnc2sc(C(=O)Oc3ccc(C#N)cc3)c(C)c2c1=O	i
CCN(CC)C(=O)CCS(=O)(=O)c1cc(Br)cc2c1N(C(C)=O)CC2	i
CCOC(=O)N1CCN(Cc2cnc(S(C)(=O)=O)n2CC2CCCO2)CC1 (stereo unspecified)	i
COc1ccc(CN2CC[C@@H]3[C@H]2C(=O)NC[C@H](CCC(=O)NCc2ccc(F)cc2)N3C)cc1	i
O=C(NCc1ccc(Cl)c(Cl)c1)c1ccncc1	i

Going on with the list:
SMILES | ST2 IL33 inh
CC(C)(C)Sc1cc(C(=O)O)sc1C(=O)O | i
NC(=O)c1ccccc1NC(=O)c1ccc(=O)n(Cc2ccc(Cl)cc2)c1 | i
COCC1(C(=O)NCCN2CCCOC2=O)CCC1 | i
Fc1ccccc1OC1CN(c2nc(-c3ccncc3)nc3c2CNC3)C1 | u
CCCCN(C)C(=O)C1c2ccccc2C(=O)N2CCc3cc(OCC)c(OCC)cc3C12 (stereo unspecified) | i
COCCC(=O)Nc1cc(C(=O)N2CCOc3ccccc3C2)cc2nc(-c3ccccc3)n(C)c12 | i
c1cc(-c2ccc3c(c2)OCO3)c2cc[nH]c2c1 | i
CCCc1cc(=O)[nH]c(SCC(=O)Nc2ncccn2)n1 | i
O=C1NN(c2cccc(Cl)c2)C(=O)/C1=C\c1cccn1-c1ccc([N+](=O)[O-])cc1 | 59%*
CCN1C(=O)CSc2ccc(C(=O)NC3CCCCC3C)cc21 (stereo unspecified) | u
COc1ccc(C2C(C(=O)Nc3cc(C)ccc3OC)CC(=O)N2c2ccc(OC)cc2)cc1 (stereo unspecified) | i
COc1cc2c(cc1OC)C(C(=O)N1CCCCC1)C(c1cccs1)N(C)C2=O (stereo unspecified) | i
Cc1cccc(N=Cc2nc(-c3ccc(Cl)cc3)oc2O)n1 | i
N#CC1=C(N)OC2=C(C(=O)CCC2)C1c1ccoc1 (stereo unspecified) | i
O=C(c1ccc2c(c1)no[n+]2[O-])N1CCO[C@@H]2CCCC[C@H]21 | u
CC(C)(C)c1cc(/C=C(\C#N)C(N)=S)cc(C(C)(C)C)c1O | u
Cc1ccccc1OCC(O)Cn1c(N2CCNCC2)nc2c1c(=O)n(C)c(=O)n2C (stereo unspecified) | i
CCOc1ccccc1NC(=O)c1ccccc1C | i
O=C(c1ccco1)N1CCN(C(=O)c2csc3c2CCCC3)CC1 | i
CCOCCCNc1c(CC)c(C)c(C#N)c2nc3ccccc3n12 | u
Cc1cc(C)nc(NS(=O)(=O)c2ccc(NC(=O)CSc3ncn[nH]3)cc2)n1 | i
O=[N+]([O-])c1ccccc1S(=O)(=O)Nc1ccc(F)cc1 | i
CCOC(=O)C1=NN(c2ccc(C)cc2)C2C(=O)N(c3cccc(Cl)c3)C(=O)C12 (stereo unspecified) | i
NC(=O)C1CCCN(CCn2ccnc2-c2ccncc2)C1 (stereo unspecified) | i
COc1cccnc1-c1cc(O)cc(CCC2CCCCN2)c1 (stereo unspecified) | u
CC(C)c1ccc(C2N(c3nccs3)C(=O)C3CCCN32)cc1 (stereo unspecified) | u
Cc1nc(N2CCC(C)CC2)c2c(C)c(C(=O)O)sc2n1 | i
CCOC(=O)c1c(NC(=O)C2C3C=CC(C3)C2C(=O)O)sc2c1CCCC2 (stereo unspecified) | i
Cc1cccc(N2CCN(Cc3ccc(Br)o3)CC2)c1C | u
Cc1nn(Cc2c(Cl)cccc2Cl)c(C)c1NC(=O)c1cc(C2CC2)on1 | i
COc1cccc(C(=O)Nc2ccc([N+](=O)[O-])cc2Br)c1 | i
CC(NC(=O)c1cc(COc2cccc(C(F)(F)F)c2)on1)c1nccs1 (stereo unspecified) | u
C[C@]12CCC[C@](C)(C(=O)O)C1[C@@H](O)[C@@H](O)C13CC(CCC12)C(CO)(O[C@@H]1O[C@H](CO)[C@@H](O)[C@H](O)[C@H]1O)C3 (stereo partly specified) | i
COc1ccccc1N1CCN(C2CC(=O)N(c3ccc(C(=O)O)cc3)C2=O)CC1 (stereo unspecified) | i
O=C(CN(Cc1ccc(Br)cc1)S(=O)(=O)c1ccccc1)NCc1cccnc1 | u
COC(=O)c1cccc(-n2c3nc(=O)[nH]c(=O)c-3cc3ccccc32)c1 | i
Cc1nc2c(ccc3nc(NC(=O)COc4ccccc4)sc32)s1 | u

Screens: PubChem, IUPUI and University of Michigan
